AmpC det inh: inhibitors of E. coli AmpC beta-lactamase with detergent; Potency, µM (highest dose often 28.7 µM), without a hit: top-dose activity change, negative = inhibition; P00811; 71,000 tested, 0.09% active; AID 584; purified AmpC, nitrocefin hydrolysis with detergent; active means well fitted curve in the direction sought with a large enough effect
Target sequence (P00811 whole entry, looked up): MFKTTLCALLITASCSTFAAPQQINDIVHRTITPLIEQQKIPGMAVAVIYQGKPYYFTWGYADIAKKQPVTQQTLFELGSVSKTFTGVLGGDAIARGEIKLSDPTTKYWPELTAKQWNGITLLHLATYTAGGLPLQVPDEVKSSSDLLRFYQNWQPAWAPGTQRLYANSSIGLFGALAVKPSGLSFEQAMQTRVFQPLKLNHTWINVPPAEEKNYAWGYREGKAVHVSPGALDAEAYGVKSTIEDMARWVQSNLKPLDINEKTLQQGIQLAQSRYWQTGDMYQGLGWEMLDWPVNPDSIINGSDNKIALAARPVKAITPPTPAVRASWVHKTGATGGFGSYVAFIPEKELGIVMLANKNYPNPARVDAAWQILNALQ
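E. coli AmpC (5.3 nM) in 20 mM phosphate pH 7.0 with 0.01% Triton X-100, preincubated 15 min RT with compound; nitrocefin (2 uL of 800 uM stock) hydrolysis followed by 480 nm absorbance every 20 s over 4 min.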
The depositor's hits bear a star; [ ] = another dose, or the depositor's remark. On the % scale 0 is the no-effect control and ±100 the full control effect; potency means the concentration at half of the fitted maximal effect. This is a subset, so the mix of outcomes need not match the whole.

SMILES	AmpC det inh
Cc1cccnc1NC(=O)c1c(O)c2ccccc2n(C)c1=O	-1%
CCN(CC)CCCCn1c(-c2ccccc2)nc2c(NCc3ccccc3)nc(C)nc21	21%
c1ccc(-n2ncc3c2ncn2nc(CSc4nc5ccccc5s4)nc32)cc1	-1%
C=CCNc1ncnc2c1ncn2C1OC(CO)C(O)C1O (stereo not given)	11%
COC(=O)c1nc(-c2ccccc2)oc1N(C)C	-4%
CCN(c1ccccc1)S(=O)(=O)c1ccc(F)cc1	-1%
O=C1CC(C(=O)Nc2ccc(O)c(C(=O)O)c2)C(c2ccccc2)O1 (stereo not given)	-5%
CC(C)(C)SCCNS(=O)(=O)c1ccc(F)cc1	6%
COc1ccc(/C=N\NC(=O)O)cc1	-4%[5.75 µM]
COC(=O)c1ccccc1NC(=O)CNc1cc(Cl)ccc1N1CCOCC1	16%
CC(C)OCCCNC(=O)CNC(=O)c1cccs1	0%
CC(=O)SCCC(=O)Nc1ccccc1	-5%
Clc1ccc(Cc2nnc(-c3cccs3)o2)cc1	8%
COc1ccc(C(=O)Nc2nc3nc(-c4ccccc4)cc(=O)n3[nH]2)cc1	-3%
CCOC(=O)Cn1nnnc1CN(Cc1ccccc1)Cc1cc2cc(CC)ccc2[nH]c1=O	-6%

Rewritten comma-delimited: three of the compounds above
SMILES,AmpC det inh
CC(C)(C)SCCNS(=O)(=O)c1ccc(F)cc1,6%
COc1ccc(/C=N\NC(=O)O)cc1,-4%[5.75 µM]
COC(=O)c1ccccc1NC(=O)CNc1cc(Cl)ccc1N1CCOCC1,16%

The list goes on.
SMILES	AmpC det inh
Cc1noc(C)c1CN1C(=O)NC2(CCc3ccccc3C2)C1=O (stereo not given)	0%
Cc1cccc(CNc2ncncc2-c2cccc(NS(C)(=O)=O)c2)c1	10%
Cc1ccc2[nH]c(=O)c(CN(Cc3ccccc3Cl)C(=O)N3CCOCC3)cc2c1	-3%
CCCCCC(=O)Nc1ccc(N2CCN(C(=O)CCC)CC2)cc1	-2%
COc1ccccc1-c1nc(N(C)C)c2ccccc2n1	10%
CCOC(=O)c1[nH]c(COC(=O)c2ccccc2NC(=O)c2ccco2)c(C(=O)OCC)c1C	-1%
O=C(Nc1cccc(F)c1)N1CC[C@@]2(CCCN(C(=O)c3ccco3)C2)C1	-3%
CN(C)c1ccc(-c2cc(Nc3ccc(F)cc3)ncn2)cc1	8%
O=C(NCc1ccc(N2CCCC2=O)cc1)Nc1ccccc1	-1%
CN(CC(=O)NCc1ccc2c(c1)OCO2)S(=O)(=O)c1ccc(Br)s1	-2%
O=C(c1ccc(N2CCOCC2)nc1)N1CCCCC1	9%
O=C(O)CCCNC1=NCCC1	5%
c1ccc(-n2ncc3c(N4CCN(c5ccccn5)CC4)nc(N4CCCCC4)nc32)cc1	-2%
COc1ccc2[nH]cc(CCNc3nc(-c4ccccc4CN(C)C)nc4ccccc34)c2c1	9%
CCCn1c(-c2ccc(F)cc2)nc2c(N3CCN(C)CC3)nc(C)nc21	16%
CC1CCCC(C)N1C(=O)CN1C(=O)C(C)(C)Oc2ccc(C(=O)NC3CCCC3)cc21 (stereo not given)	-2%
N#CC1=C(N)Oc2n[nH]c(-c3ccccc3)c2C1c1ccncc1 (stereo not given)	-8%
Nc1nc(N)[n+]([O-])c(N)c1NCO	-4%[5.75 µM]
Cc1ccc(S(=O)(=O)c2cc3c(=O)n4ccccc4nc3n(CC3CCCO3)c2=N)cc1 (stereo not given)	-5%
Cc1c(N=Cc2ccc(Cl)o2)c(=O)n(-c2ccccc2)n1C	-7%
Cc1nc(SCC(=O)NCc2ccco2)c2oc3ccccc3c2n1	-2%
COc1ccc(NC(=O)C2C3C=CC4(CN(Cc5cccnc5)C(=O)C24)O3)c(OC)c1 (stereo not given)	8%
N#CCSc1nnc2c(Cl)cc(Cl)cn12	-1%
CCOC(=O)CC(=O)CSc1ccc2nnc(-c3ccccc3)n2n1	-1%
COc1ccc(-c2csc(Cc3nnc4n3CCCCC4)n2)cc1OC	-2%
O=C(NCCCN1CCN(c2ccccc2F)CC1)Nc1ccc(F)cc1	0%
O=C(NC1CCCCC1)n1c(=O)oc2ccccc21	10%
O=S(=O)(c1ccc(Br)c2nsnc12)N1CCOCC1	-5%
O=c1[nH]n(-c2ncnc3c2cnn3-c2ccccc2)c(=O)c2ccccc12	-2%
Cc1ccc(C2C3=C(CC(C)(C)CC3=O)NC3=C2C(=O)CC(C)(C)C3)o1	12%
Cc1nn(Cc2ccccc2)c(Cl)c1C(=O)OCc1nnc(-c2ccccc2)o1	0%
CC(C)(C)OC(=O)N1CCC[C@H]1c1nnc(SCc2ccccc2Cl)o1	-4%
CCOc1ccccc1-n1c(SCC(=O)NC(C)(C)C)nnc1-c1ccoc1C	0%
Cc1ccc(CNC(=O)CCS(=O)(=O)c2cc(Br)cc3c2N(C(=O)C2CC2)CC3)o1	-5%
O=c1oc(-c2cccnc2)nc2ccccc12	9%
CCN=C1SC(CC(=O)NC2CCCCC2)C(=O)N1CC (stereo not given)	-2%
C=CCc1cc(OC)ccc1OCCON1C(=O)CCC1=O	-3%
Cc1cc2cc(CN3C(=O)c4ccccc4C3=O)ccc2n1C	-2%
Cc1ccc(OCC(=O)N2CCN(C3=NS(=O)(=O)c4ccccc43)CC2)cc1	-8%
CCN(CCCNC(=O)C1CCN(S(=O)(=O)c2cnc[nH]2)CC1)c1cccc(C)c1	-3%
CCOC(=O)Cc1csc(SCC(=O)c2c(N)n(CC(C)C)c(=O)n(C)c2=O)n1	-2%
CCCc1cc(C(=O)N2CCN(c3ccccc3C)CC2)cs1	22%
O=C(CN1C(=O)c2ccccc2S1(=O)=O)N1CCc2ccccc2C1	-3%
Cc1cc(C)c(-c2cc(C(F)(F)F)no2)c(=O)[nH]1	-2%
COC(=O)c1ccc(-c2nc3ccccc3o2)cc1	-3%

In a second layout: entries from further up.
SMILES,AmpC det inh
Cc1nn(Cc2ccccc2)c(Cl)c1C(=O)OCc1nnc(-c2ccccc2)o1,0%
CCN(CCCNC(=O)C1CCN(S(=O)(=O)c2cnc[nH]2)CC1)c1cccc(C)c1,-3%

(further entries)
SMILES	AmpC det inh
COc1ccc(F)cc1S(=O)(=O)N1CCC(C(N)=O)CC1	-4%
COc1ccc(OC)c(NC(=O)CSc2nnc(CNC(=O)c3ccco3)o2)c1	24%
O=C(CSc1nnc(NC(=O)c2ccco2)s1)NC1CCCCC1	-4%
COc1ccc(CNC(=O)CN(C(=O)c2cc3sccc3n2C)C2CCCC2)cc1	7%
COc1ccc(C(=O)N2CCC3(CC2)CCN(c2ccncc2)CC3)cc1	2%
CCOc1ccc(-n2c(SCC(=O)Nc3ccc4c(c3)OCO4)nc3c(c2=O)SCC3)cc1	13%
O=C(CN1C2CCC1CC(NC(=O)C1CC1)C2)NCc1ccccc1 (stereo not given)	-2%
c1ccc(OCc2nc3ccccc3[nH]2)cc1	-1%
CCOC(=O)C1CCCN(C(=O)c2cn(CC)c(=O)c3cc(OC)c(OC)cc23)C1 (stereo not given)	10%
Clc1ccc(C(c2nnnn2C2CCCC2)N2CCSCC2)cc1 (stereo not given)	0%
Cc1ccsc1C1NC(=O)c2c(sc3c2CCN(C)C3)N1 (stereo not given)	4%
COc1cc(C2C(C(=O)Nc3ccccc3OC)=C(C)Nc3ncnn32)ccc1O (stereo not given)	13%
O=P(O)(CCCCP(=O)(O)CCc1ccccc1)CCc1ccccc1	14%
COc1ccc(-c2nnn(CC(=O)N(C3CCCCC3)C(C)C(=O)NC3CCCC3)n2)cc1OC (stereo not given)	-7%
CCOC(=O)C(NC(=O)N1CCCCC1)(c1ccccc1)C(F)(F)F (stereo not given)	9%

Fetched by compound from the list above, 7 records:
SMILES	AmpC det inh
COc1ccc(/C=N\NC(=O)O)cc1	-4%[5.75 µM]
Cc1ccsc1C1NC(=O)c2c(sc3c2CCN(C)C3)N1 (stereo not given)	4%
COc1cc(C2C(C(=O)Nc3ccccc3OC)=C(C)Nc3ncnn32)ccc1O (stereo not given)	13%
O=C(O)CCCNC1=NCCC1	5%
CCOC(=O)Cn1nnnc1CN(Cc1ccccc1)Cc1cc2cc(CC)ccc2[nH]c1=O	-6%
Cc1nn(Cc2ccccc2)c(Cl)c1C(=O)OCc1nnc(-c2ccccc2)o1	0%
CC(=O)SCCC(=O)Nc1ccccc1	-5%

Next section
SMILES	AmpC det inh
Cc1cc(C)nc(-n2nc(C)c3c(=O)[nH]c(C(F)(F)F)nc32)n1	-3%
CCn1c(CSc2nc3ccccc3n2C)nc2ccccc21	0%
CC1(c2ccccc2)CC(c2ccccc2)=Nc2nonc2N1 (stereo not given)	-4%
O=C(Nc1ccc(-n2cnnn2)cc1)C1CCC1	5%
CCCCOC(=O)C1=C(C)Nc2ncnn2C1c1cccc(OC)c1 (stereo not given)	-5%
CCOc1cc(CNc2ncc(-c3ccc(OC)cc3)n2C)ccc1O	-2%
Cc1ccc(SCCC(=O)N(C)C)cc1	-4%
C/C=C(\C)CN1CCc2cc(OC)c(OC)cc2C1	-3%
O=C(CSc1nnc(-c2c[nH]c3ccccc23)o1)N(Cc1ccccc1)c1ccc(F)cc1	-2%
COC(=O)C1=C(C)N(C)C(C)=C(C(=O)OC)C1c1ccc(C(=O)OC)cc1	5%
O=C(NC1CC1)c1ccc(CS(=O)(=O)c2c(Cl)cccc2Cl)o1	1%
O=C1NC(NS(=O)(=O)c2ccccc2)(C(F)(F)F)C(=O)N1Cc1cccnc1 (stereo not given)	-5%
CCCCNS(=O)(=O)c1ccc2nc(SCC(=O)c3ccc(C#N)cc3)[nH]c2c1	-1%
Cc1cc(C(C)(C)C)ccc1OCCN(C)C	3%
CCOC(=O)c1ccc(NC(=O)CS(=O)(=O)c2cn(CC)c3ccccc23)cc1	0%
CCN(CC)S(=O)(=O)c1ccc(F)c(C(=O)NCCC(C)C)c1	-2%
CCOCC(=O)Nc1nc2ccc(S(C)(=O)=O)cc2s1	-2%
CCCc1cc(N2CCCC(C(=O)NCc3ccc4c(c3)OCO4)C2)n2ncnc2n1 (stereo not given)	14%
CCNc1c2c3c(cccc3n(C)c1=O)C(=O)c1ccccc1-2	-2%
Cc1noc(C)c1-c1nc(Nc2ccncc2)c2ccccc2n1	10%
C=C1CC23C[C@H]4[C@@H]5[C@@]6(C)C[C@H](OC(=O)c7ccccc7)[C@@H](OC(C)=O)[C@]57[C@@H]2[C@@H](OC(C)=O)[C@H]1[C@@H](O)[C@H]3[C@H]7N4C6	1%[12.8 µM]
COc1ccccc1NC(=O)CSc1ccc2nnc(-c3ccccn3)n2n1	8%
Cc1ccc(NC(=O)CSc2nnc(-c3cnccn3)n2Cc2ccco2)cc1C	-2%
CCCCCc1c(C)nc(NCc2ccccc2)[nH]c1=O	-4%
CCCc1nnc(NC(=O)c2c(O)c3cccc4c3n(c2=O)CCC4)s1	12%
O=C(CSc1ncnc2ccccc12)N1CCCC1	10%
O=S(=O)(c1cnccc1N1CCN(CCO)CC1)N1CCCC1	-1%[5.75 µM]
CC(=NCC1CCCO1)c1c(O)[nH]c(=O)[nH]c1=O (stereo not given)	-1%
COc1cc(C(c2sc3nc(C)nn3c2O)N2CC(C)CC(C)C2)cc(OC)c1OC (stereo not given)	11%
CC1CCC(C(C)C)C(OC(=O)CSc2n[nH]c(=O)[nH]c2=O)C1 (stereo not given)	9%

Four entries from above, field by field:
> COc1cc(C(c2sc3nc(C)nn3c2O)N2CC(C)CC(C)C2)cc(OC)c1OC (stereo not given)
  AmpC det inh: 11%
> Cc1ccc(NC(=O)CSc2nnc(-c3cnccn3)n2Cc2ccco2)cc1C
  AmpC det inh: -2%
> O=C(CSc1ncnc2ccccc12)N1CCCC1
  AmpC det inh: 10%
> C=C1CC23C[C@H]4[C@@H]5[C@@]6(C)C[C@H](OC(=O)c7ccccc7)[C@@H](OC(C)=O)[C@]57[C@@H]2[C@@H](OC(C)=O)[C@H]1[C@@H](O)[C@H]3[C@H]7N4C6
  AmpC det inh: 1%[12.8 µM]

Next results follow:
SMILES	AmpC det inh
CCOC(=O)c1cc(-c2ccccc2)sc1N	-7%
Cc1ccc(-n2nnnc2SCc2nnc(-c3ccccc3Br)o2)cc1	-4%
CCC(=O)N1CCc2cc(S(=O)(=O)NC(C(=O)NC(C)c3ccccc3)C(C)C)ccc21 (stereo not given)	-2%
Cn1ccnc1Sc1nc2c(c(=O)n(C)c(=O)n2C)n1C	-2%
COc1ccc(S(=O)(=O)NCCSCc2ccco2)cc1	14%
Cc1ccc2c(c1)c(C)c(C)n2CC(O)CN1CCCCC1C (stereo not given)	-2%
COc1ccccc1Nc1ncnc2ccccc12	1%
Cn1c(SC2C(=O)CC(C)(C)CC2=O)nnc1-c1ccco1	12%
CC1=C(C(=O)NCc2ccccc2)C(c2ccccc2OCC(N)=O)NC(=O)N1 (stereo not given)	-3%
CCOc1cc(NC(=O)c2cnccn2)c(OCC)cc1NC(=O)c1ccc(OC)cc1	-1%
CCn1c(=O)c(-c2ccccc2)c(O)c2ccccc21	10%
O=C(NC1CCCCC1)N1CCN(Cc2nc3ccccc3c(=O)[nH]2)CC1	-2%
CCOc1ccc(N2C(=O)CC(SCCN)C2=O)cc1 (stereo not given)	-3%
COCc1nc2ccccc2n1CCCOc1ccccc1	-5%
C1=CCC(/C=N/n2cnnc2)CC1 (stereo not given)	5%
C=CCn1c(SCC(=O)Nc2ccc(N(C)C)cc2)nnc1-c1cccc(C)c1	-3%
CCOc1ccc(-c2nnn(CC(=O)Nc3cc(OC)cc(OC)c3)n2)cc1OCC	8%
COc1cc(C(C)=O)ccc1OCC(=O)c1cc(C)n(C2CC2)c1C	-1%
c1ccc(-n2c(-c3ccncc3)nnc2-c2ccco2)cc1	-2%
CNC(=O)c1ccccc1-c1ccccc1	6%
C=CCn1cnc2c(c1=O)c1nc3ccccc3nc1n2/N=C/c1cccc(OC)c1	-7%
Brc1ccc(C2=Nn3c(nnc3-c3ccncc3)SC2)cc1	2%
CCc1c(C)sc(NC(=O)c2cccs2)c1C(=O)OC(C)C	12%
c1ccc(-c2ccc(-c3nc(-c4ccncc4)no3)cc2)cc1	10%
O=C(Nc1nccs1)C1CCN(S(=O)(=O)c2cnc[nH]2)CC1	-5%
COc1ccc(C2=NOC3(CC(=O)N(c4ccc(C)cc4)C3=O)C2)c(OC)c1 (stereo not given)	-2%

Screening data as filed in PubChem.
